D1 ag – activates the human D1 dopamine receptor. P21728. HEK293 T-REx D1 cells, calcium flux, agonist mode. activation, % at 2 µM. hit rate 1% among 360,000. AID 504660; in the data active means activation above about 30%; further: 0% is about no effect
Target sequence (P21728 whole entry, looked up): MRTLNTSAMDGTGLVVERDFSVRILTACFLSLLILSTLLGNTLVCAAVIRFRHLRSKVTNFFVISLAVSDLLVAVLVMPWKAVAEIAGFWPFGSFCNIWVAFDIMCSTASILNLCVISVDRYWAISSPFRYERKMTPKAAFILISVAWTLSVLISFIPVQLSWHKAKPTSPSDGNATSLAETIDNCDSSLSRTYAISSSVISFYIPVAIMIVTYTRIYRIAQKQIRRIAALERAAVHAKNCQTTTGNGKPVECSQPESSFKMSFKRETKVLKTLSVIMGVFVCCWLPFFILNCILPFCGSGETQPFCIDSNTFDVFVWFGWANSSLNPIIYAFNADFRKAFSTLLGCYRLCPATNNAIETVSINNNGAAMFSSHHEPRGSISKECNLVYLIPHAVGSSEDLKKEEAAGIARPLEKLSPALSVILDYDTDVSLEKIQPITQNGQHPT
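Inducible HEK293 T-REx D1 cells, force-coupled to calcium signalling, were plated at 4000 cells/well with tetracycline and held overnight at 30 C. After no-wash calcium dye loading, compound-evoked calcium rise over 180 s flagged agonists.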
Vif-A3F inh – inhibitors of Vif-A3F interaction; Potency, µM (doses to about 46.1 µM), without a hit: at the highest dose activity, negative = active; hit rate 0.2% among 390,000; HeLa A3F-eYFP + Vif (tagged APOBEC3F with the HIV-1 protein that degrades it), YFP fluorescence increase; further: potency means the concentration at half of the fitted maximal effect; % of control where 0% means no effect; nearly all actives have a fitted effect of over 65% in size
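HeLa cells stably expressing A3F-eYFP plus Vif, plated and incubated overnight at 37 deg C, then exposed to compounds overnight at 37 deg C. Blocked degradation read as raised yellow fluorescence (Ex 488/Em 500-530).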
D2 PAM – D2 dopamine receptor (human) potentiation. P14416. HEK293 T-REx D2, calcium flux, EC20 dopamine potentiation. potentiation, % at 10 µM. hit rate 0.34% among 340,000;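 active means potentiation over 3 SD above the plate norm, cut at about 30% in these data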; further: 0% is about no effect
Target sequence (P14416 whole entry, looked up): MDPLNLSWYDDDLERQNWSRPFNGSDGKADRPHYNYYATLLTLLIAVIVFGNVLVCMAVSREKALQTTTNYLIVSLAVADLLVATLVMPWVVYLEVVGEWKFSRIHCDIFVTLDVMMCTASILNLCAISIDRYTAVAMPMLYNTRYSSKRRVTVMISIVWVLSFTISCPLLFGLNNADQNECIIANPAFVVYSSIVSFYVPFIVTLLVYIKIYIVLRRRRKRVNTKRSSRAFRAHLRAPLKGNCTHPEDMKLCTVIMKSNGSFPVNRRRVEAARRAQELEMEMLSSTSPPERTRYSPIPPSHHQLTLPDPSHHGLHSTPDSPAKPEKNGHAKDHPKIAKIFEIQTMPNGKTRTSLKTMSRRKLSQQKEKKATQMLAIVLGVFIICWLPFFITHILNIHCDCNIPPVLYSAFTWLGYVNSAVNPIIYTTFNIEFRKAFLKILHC
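Tetracycline-induced HEK293 T-REx cells force-coupled to calcium signalling expressed D2; compounds were pin-added after a 10 s baseline, read kinetically 180 s, then an EC20 dopamine challenge followed with a further 180 s calcium read.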
Glioma ERSR ind – inducers of ER stress response in human glioma cells; Potency, µM, for inactives: at the top dose activation, hits mostly activators; U87-MG GRP78 promoter luciferase reporter, 16 h; hit rate 0.02% among 420,000; further: potency means the concentration at half of the fitted maximal effect; series mostly up to about 76 µM; % of control where 0% means no effect; nearly all actives have a fitted effect of over 35% in size
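ERSR induction read as luciferase luminescence (Bright-Glo, 10 min at room temperature) in stably transfected human U87-MG glioma cells exposed to compounds for 16 h, using GRP78 as sensor.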
D1 PAM – potentiators of human D1 dopamine receptor; HEK293 TREx D1 cells, calcium flux, dopamine EC20 potentiation; hit rate 0.036% among 360,000; potentiation, % at 10 µM; P21728; in the data active means potentiation above about 30%; further: 0% is about no effect
D1 antagonist – blocks dopamine activation of the human D1 receptor; HEK293 TREx D1 cells, calcium flux, dopamine EC80; hits give low values; activity change, negative = inhibition, % at 10 µM; hit rate 3.2% among 360,000; in the data active means activity change below about -30%; further: on the % scale 0 is the no-effect control and ±100 the full control effect
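Cells carrying a force-coupled, tetracycline-inducible human D1 receptor report calcium flux. Each well gets a 10 s baseline, compound with 180 s monitoring, then an EC80 dopamine stimulus with a second 180 s kinetic read.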
Vif-APOBEC3G blk – inhibitors of Vif-APOBEC3G interaction; HeLa A3G-eYFP + Vif (tagged APOBEC3G with the HIV-1 protein that degrades it), YFP fluorescence, overnight; Potency, µM (titrated, usually from 46.1 µM), without a hit: at the top dose activity, negative = active, most hits filed as inhibitors; hit rate 0.076% among 410,000; AID 602310;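 further: potency means the concentration at half of the fitted maximal effect; on the % scale 0 is the no-effect control and ±100 the full control effect; nearly all actives have a fitted effect of over 60% in size; hits raise eYFP signal because A3G escapes Vif-driven loss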
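HeLa cells stably expressing Vif and C-terminally eYFP-tagged A3G, seeded overnight at 37 deg C, then exposed to compound by pintool overnight at 37 deg C. Rise in yellow fluorescence (Ex 488/Em 500-530, Acumen) marks blocked Vif-driven A3G degradation.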
RXFP1 ag – RXFP1 (human) receptor agonism. Potency, µM (highest dose often 57.5 µM), without a hit: top-dose activation, usual class: activators. HEK293T-RXFP1 cAMP TR-FRET, 30 min; response scale: percent of porcine relaxin response, buffer zero. hit rate 0.3% among 370,000. Q9HBX9; further: potency means the concentration at half of the fitted maximal effect; on the % scale 0 is the no-effect control and ±100 the full control effect; nearly all actives have a fitted effect of over 60% in size; many of its hits are not listed in these tables
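Agonist response is measured as cAMP accumulation in an RXFP1-transfected HEK293T line under PDE4 inhibition. Values are scaled between buffer-only and 29 nM porcine relaxin, and EC50s come from standard Hill equation fits.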
RXFP1 antagonist – RXFP1 (human) relaxin receptor antagonism | Q9HBX9 | HEK293-RXFP1, relaxin-stimulated cAMP HTRF, 30 min; hits give low values | activity change, negative = inhibition, % at 57.5 µM | hit rate 0.59% among 350,000;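 active means activity change of -60% or lower, but not beyond a set lower limit; inconclusive means change between -60% and -40%, or beyond the set limit; inactive means change above -40%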; further: on the % scale 0 is the no-effect control and ±100 the full control effect
Starred values were filed as active, the others as inactive; ? = inconclusive; · = no result given. Unless noted, the call rests on the fitted dose curve; in most records, active means well fitted curve in the direction sought with a large enough effect; inconclusive means small, poorly fitted or top-dose-only effect, or another doubt; inactive means no such curve, though single readings can be large; an effect the other way counts as inactive or inconclusive. The list is partial, so the mix of outcomes need not match the whole.

Sequence of screens: D1 ag | Vif-A3F inh | D2 PAM | Glioma ERSR ind | D1 PAM | D1 antagonist | Vif-APOBEC3G blk | RXFP1 ag | RXFP1 antagonist
(1) CN1CCc2c(c3c(n2C)CCN(C)[C@H]3c2ccccc2F)[C@@H]1c1ccccc1F
  2 | · | -2 | · | 1 | -6 | · | 3.0% | ·
(2) COc1cc(/C=N/NC(=O)/C(=C/c2ccccc2)CCO)ccc1O
  3 | 5% | -14 | -1% | -4 | -1 | -5% | -0.9% | ·
(3) COc1cc(N)c(Cl)cc1C(=O)OC(C)C(=O)Nc1cccc(S(=O)(=O)N2CCOCC2)c1 (configuration not stated)
  3 | ? | 8 | 0% | 1 | 0 | 0% | -0.2% | 2
(4) CCOc1ccc(S(=O)(=O)Nc2ccc3c(c2)n(C)c(=O)n3C)cc1
  12 | -26% | 0 | -1% | · | -15 | -3% | 1.5% | -1
(5) CCCCNC(=O)Nc1nc(SCC(=O)OCC)n[nH]1
  1 | 2% | -5 | -4% | 4 | 8 | 1% | 5.8% | 0
(6) C=CCSc1nnc(CNS(=O)(=O)c2ccc(C)cc2)n1C
  3 | -2% | -9 | -2% | 1 | -3 | 3% | 2.6% | 7
(7) O=C(NCC1CCCO1)[C@@H]1CSC2c3ccccc3C(=O)N21 (some centres not stated)
  4 | 8% | 12 | -5% | 0 | 2 | 0% | -1.1% | 1
(8) O=C(NNS(=O)(=O)c1ccc(Br)cc1)c1ccccc1-n1cccc1
  0 | 2% | -9 | -3% | 4 | -11 | -3% | -0.4% | -3
(9) Cc1ccc(NC(=O)NC2=N/C(=C(/C#N)C(=O)N3CCCC3)c3ccccc32)cc1
  3 | -1% | 6 | 0% | -6 | 0 | -3% | 1.3% | -5
(10) COc1ccc(NC(=O)CSc2oc(-c3cccs3)nc2S(=O)(=O)c2ccccc2)c(OC)c1
  6 | 3% | -12 | -2% | 0 | 0 | 2% | 0.4% | 1

The list goes on; it opens with the 2 that closed the last part.
Sequence of screens: D1 ag | Vif-A3F inh | D2 PAM | Glioma ERSR ind | D1 PAM | D1 antagonist | Vif-APOBEC3G blk | RXFP1 ag | RXFP1 antagonist
(9) Cc1ccc(NC(=O)NC2=N/C(=C(/C#N)C(=O)N3CCCC3)c3ccccc32)cc1
  3 | -1% | 6 | 0% | -6 | 0 | -3% | 1.3% | -5
(10) COc1ccc(NC(=O)CSc2oc(-c3cccs3)nc2S(=O)(=O)c2ccccc2)c(OC)c1
  6 | 3% | -12 | -2% | 0 | 0 | 2% | 0.4% | 1
(11) CCn1ncc([N+](=O)[O-])c1C(=O)Nc1nc2cccc(C)c2s1
  0 | 0% | -14 | 10% | -1 | 6 | -10% | 0.3% | 4
(12) CCOC(=O)c1sc(-c2ccccc2)cc1NC(=O)Nc1ccc([N+](=O)[O-])cc1
  4 | -11% | 12 | 1% | 0 | -20 | 3% | 0.5% | 23
(13) COc1cc2ccccc2cc1C(=O)Nc1ccc(Cc2ccncc2)cc1
  20 | -1% | 0 | -1% | -3 | -23 | -5% | 1.0% | -15
(14) Cc1ccc2oc(-c3ccccc3)nc2c1
  -1 | -5% | 10 | 2% | -10 | -9 | -1% | 0.9% | -11
(15) O=c1cc(C(F)(F)F)nc(SCc2cccnc2)[nH]1
  2 | -9% | 0 | -2% | -9 | 23 | -3% | 0.3% | -6
(16) Cc1cc(C)c(NC(=S)NC(CO)(CO)CO)c(C)c1
  -1 | 3% | 12 | -4% | -5 | -3 | 3% | -0.5% | 0
(17) O=C(N1CCCC1)N1CCN(c2ncnc3c(-c4ccc(Cl)cc4)nsc23)CC1
  3 | · | -3 | · | -1 | 16 | · | 10% | ·
(18) Cc1ccc(-c2[nH]c3c(c2-c2c(-n4cccc4)n(C)c(=O)[nH]c2=O)c(=O)[nH]c(=O)n3C)cc1
  0 | -3% | -4 | -4% | 1 | -1 | 0% | -2.0% | 9
(19) COc1ccccc1-c1nnc(C2CCN(S(=O)(=O)c3ccc(F)c(C)c3)CC2)o1
  -1 | -16% | 0 | -2% | -1 | -9 | 3% | 4.6% | -18
(20) Cc1cc([N+](=O)[O-])ccc1NC1CCCC1
  0 | 8% | 1 | 2% | -4 | 4 | -1% | 2.3% | ·
(21) NS(=O)(=O)c1ccc(CCNC(=O)c2ccccc2Cc2ccccc2)cc1
  0 | 1% | 7 | -4% | -2 | 4 | -3% | -0.8% | 1
(22) CCOC(=O)c1c(C)[nH]c(N=Nc2ccc(C)cc2)c1C
  -3 | -11% | 10 | 8% | -2 | 23 | -1% | 1.3% | -7
(23) N#CCSc1nnc(C2CCCCC2)n1Cc1ccccc1
  1 | 2% | 6 | 16% | 5 | 3 | 2% | -0.3% | -6
(24) CC(=O)OCC(=O)C1(O)CCC2C3CC(C)C4=CC(=O)C=CC4(C)C3=CCC21C (configuration not stated)
  · | -3% | · | -5% | · | · | -5% | · | 7
(25) COc1ccc(CN(CCCN2CCOCC2)S(=O)(=O)N(C)C)cc1OC
  3 | -13% | -1 | -3% | -7 | 7 | -3% | 0.8% | 6
(26) COc1ccc(S(=O)(=O)n2ccnc2)c2cccnc12
  2 | -9% | 6 | -4% | 1 | 8 | -1% | 1.5% | 12
(27) COc1ccc(/C=C2\SC(=S)N(CC(=O)NNC(=O)c3ccncc3)C2=O)cc1
  0 | -1% | -6 | 2% | 4 | 14 | 1% | -0.9% | -3
(28) COc1ccccc1OCC(=O)Nc1ccccc1C(=O)NC1CC1
  2 | 0% | -3 | 2% | -5 | 5 | 0% | 0.7% | 8
(29) COc1ccc(O)c(C(=O)c2cnn(-c3ccc(Cl)cc3)c2)c1
  14 | 9% | 0 | 1% | · | 7 | -5% | 3.0% | -5
(30) COc1ccc(-n2c(-c3ccc(F)cc3)cn3c4c(=O)n(C)c(=O)n(C)c4nc23)cc1
  -1 | -2% | 3 | 1% | -2 | -6 | -2% | 1.5% | ·
(31) COc1cc(OC)cc(C(=O)NNC(=O)CN2C(=O)NC(C)(c3ccc(C)cc3)C2=O)c1 (configuration not stated)
  3 | 3% | 5 | -4% | -1 | 0 | -5% | -0.1% | ?
(32) CCc1ccc2c(c1)C(c1ccc([N+](=O)[O-])cc1)=NNC(c1ccc(F)cc1)=N2
  1 | -6% | 3 | 14% | -6 | -40* | 0% | 1.6% | -6
(33) NC(=O)C1CCCN1 (configuration not stated)
  -1 | -1% | -2 | 1% | 0 | 1 | 2% | 0.8% | 0
(34) COc1ccc(N2C(=O)C3C4C=CC(CC4)C3C2=O)c([N+](=O)[O-])c1 (configuration not stated)
  3 | 2% | -8 | -5% | 1 | 24 | -1% | 1.5% | 3
(35) CN1CCN(C(=O)CCC(=O)NCc2ccc(F)cc2)CC1
  3 | 0% | 1 | -1% | -4 | 2 | 14% | 1.7% | -2
(36) C=CCn1c(SCC(=O)NC(=O)NCCC)nnc1C1CCCCC1
  1 | 0% | -6 | -5% | 3 | 15 | 3% | 2.6% | -2
(37) O=C(c1nc2nc(-c3ccccc3)cc(C(F)(F)F)n2n1)N1CCOCC1
  1 | -3% | 2 | -3% | 0 | -2 | 2% | 2.4% | 11
(38) CCCc1cc(=O)[nH]c(SCC(=O)Nc2sc3c(c2C(N)=O)CCCC3)n1
  · | 0% | · | -1% | · | · | -5% | · | -4
(39) COc1ccc(-c2nc(-c3ccncc3)no2)c(OC)c1
  6 | 10% | 14 | -9% | -10 | -4 | 1% | 1.0% | -2
(40) COc1cc(-c2nc(Cn3nnc(C(=O)Nc4ccccc4)c3C)c(C)o2)cc(OC)c1OC
  0 | 0% | -3 | -3% | 1 | -6 | -2% | 1.5% | ·
(41) CCCCC(CC)COC1(c2ccccc2)OC(=O)c2ccccc21 (configuration not stated)
  6 | -15% | 22 | -1% | 2 | 4 | 0% | 0.4% | -10

By substructure, the compounds so far with fluorine
Sequence of screens: D1 ag | Vif-A3F inh | D2 PAM | Glioma ERSR ind | D1 PAM | D1 antagonist | Vif-APOBEC3G blk | RXFP1 ag | RXFP1 antagonist
(1) CN1CCc2c(c3c(n2C)CCN(C)[C@H]3c2ccccc2F)[C@@H]1c1ccccc1F
  2 | · | -2 | · | 1 | -6 | · | 3.0% | ·
(15) O=c1cc(C(F)(F)F)nc(SCc2cccnc2)[nH]1
  2 | -9% | 0 | -2% | -9 | 23 | -3% | 0.3% | -6
(19) COc1ccccc1-c1nnc(C2CCN(S(=O)(=O)c3ccc(F)c(C)c3)CC2)o1
  -1 | -16% | 0 | -2% | -1 | -9 | 3% | 4.6% | -18
(30) COc1ccc(-n2c(-c3ccc(F)cc3)cn3c4c(=O)n(C)c(=O)n(C)c4nc23)cc1
  -1 | -2% | 3 | 1% | -2 | -6 | -2% | 1.5% | ·
(32) CCc1ccc2c(c1)C(c1ccc([N+](=O)[O-])cc1)=NNC(c1ccc(F)cc1)=N2
  1 | -6% | 3 | 14% | -6 | -40* | 0% | 1.6% | -6
(35) CN1CCN(C(=O)CCC(=O)NCc2ccc(F)cc2)CC1
  3 | 0% | 1 | -1% | -4 | 2 | 14% | 1.7% | -2
(37) O=C(c1nc2nc(-c3ccccc3)cc(C(F)(F)F)n2n1)N1CCOCC1
  1 | -3% | 2 | -3% | 0 | -2 | 2% | 2.4% | 11

Screening data as filed in PubChem.
